Screening results from PubChem.
PI4K2A block = blocks human PI4K2A kinase activity; hit rate 0.13% among 420,000; Q9BTU6; activity change, negative = inhibition, % at 76.9 µM; purified PI4K2A, ADP-Glo luminescence, 1 h; stronger effect = lower value; in the data active means activity change below about -50%; inconclusive means mostly about -30% to -49%;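 further: -100% = wells without enzyme as full effect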
Target sequence (Q9BTU6 whole entry, looked up): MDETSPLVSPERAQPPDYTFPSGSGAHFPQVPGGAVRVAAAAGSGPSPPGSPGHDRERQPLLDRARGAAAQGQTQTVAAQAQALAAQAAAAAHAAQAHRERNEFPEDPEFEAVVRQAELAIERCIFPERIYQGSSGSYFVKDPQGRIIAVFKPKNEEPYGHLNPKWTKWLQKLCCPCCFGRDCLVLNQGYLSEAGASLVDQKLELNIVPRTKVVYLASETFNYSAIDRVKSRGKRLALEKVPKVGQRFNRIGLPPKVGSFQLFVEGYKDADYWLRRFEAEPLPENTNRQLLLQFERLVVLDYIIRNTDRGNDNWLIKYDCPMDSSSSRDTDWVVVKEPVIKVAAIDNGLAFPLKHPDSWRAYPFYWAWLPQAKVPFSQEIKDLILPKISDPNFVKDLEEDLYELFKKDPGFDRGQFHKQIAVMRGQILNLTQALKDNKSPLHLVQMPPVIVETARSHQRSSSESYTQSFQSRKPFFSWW
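In this quantitative HTS, ADP production by PI4K2A was quantified luminescently after 1 h at ambient temperature; 100 microM adenosine served as plate-quality control.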
TrxR1 substrate = is turned over as a substrate by rat TrxR1 | purified TrxR1 substrate turnover, NADPH consumption readout | hit rate 0.01% among 390,000 | O89049 | Potency, µM (highest dose often 114 µM), inactives show at the highest dose activity change, negative = substrate turnover; further: potency means the concentration at half of the fitted maximal effect; on the % scale 0 is the no-effect control and ±100 the full control effect; nearly all actives have a fitted effect of over 50% in size
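Rat TrxR1, dispensed at 90 nM, was prereduced with 400 uM NADPH (final) for 5 min at ~22 deg C, then incubated with compound 15 min before 400 uM selenite. A first-read NADPH fluorescence drop versus no-compound background flagged substrates.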
GLS inhibitor = inhibitors of human glutaminase (GLS); O94925; GLS enzymatic activity, qHTS titration; Potency, µM (doses to about 45.5 µM), for the others: at the top dose activity change, negative = inhibition, most hits filed as inhibitors; hit rate 0.21% among 410,000; further: potency means the concentration at half of the fitted maximal effect; on the % scale 0 is the no-effect control and ±100 the full control effect
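Assay buffer: 45 mM KH2PO4 pH 8.2, 0.02% Tween-20. hKGA acts on L-glutamine (1 mM solution added); product glutamate is reported by an oxidase/peroxidase Amplex Red coupling, with fluorescence taken at baseline and 30 min.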
mIDH1 inhibitor = human IDH1 R132H inhibition. O75874. IDH1-R132H enzyme, NADPH consumption, diaphorase/resazurin fluorescence. Potency, µM (doses to about 76.6 µM), for inactives: at the highest dose activity change, negative = inhibition, actives largely listed as inhibitors. hit rate 0.093% among 390,000. AID 602179; further: potency means the concentration at half of the fitted maximal effect; on the % scale 0 is the no-effect control and ±100 the full control effect; nearly all actives have a fitted effect of over 65% in size
Target sequence (O75874 whole entry R132H, stated change not applied): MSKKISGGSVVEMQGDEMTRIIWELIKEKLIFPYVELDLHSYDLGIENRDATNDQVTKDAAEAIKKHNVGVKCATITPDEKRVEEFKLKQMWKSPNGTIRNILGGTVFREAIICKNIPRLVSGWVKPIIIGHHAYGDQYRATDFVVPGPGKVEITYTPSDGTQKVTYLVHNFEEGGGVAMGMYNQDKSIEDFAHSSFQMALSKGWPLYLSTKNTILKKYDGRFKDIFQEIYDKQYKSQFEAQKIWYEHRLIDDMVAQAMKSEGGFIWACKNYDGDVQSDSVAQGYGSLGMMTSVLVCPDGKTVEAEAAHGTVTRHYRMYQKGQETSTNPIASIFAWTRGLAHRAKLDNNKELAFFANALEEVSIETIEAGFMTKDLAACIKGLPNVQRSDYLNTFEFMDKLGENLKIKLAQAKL
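IDH1-R132H (0.5 ug/mL dispensed) in pH 7.5 Tris buffer was preincubated 30 min with compound, then given a substrate mix of 0.016 mM NADPH and 2 mM alpha-KG for 80 min at room temperature; remaining NADPH was read by diaphorase/resazurin fluorescence.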
rTrxR1 inhibitor = blocks rat thioredoxin reductase 1; O89049; recombinant rTrxR1, NADPH fluorescence consumption, selenite substrate; Potency, µM (series often up to 114 µM), for inactives: at the highest dose activity change, negative = inhibition, most hits filed as inhibitors; hit rate 1% among 390,000; AID 588453; further: potency means the concentration at half of the fitted maximal effect; on the % scale 0 is the no-effect control and ±100 the full control effect; nearly all actives have a fitted effect of over 65% in size
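Rat TrxR1 (90 nM in the dispensed reagent) was pre-reduced with 400 uM NADPH for 5 min at room temperature, then incubated with compound for 15 min. After 400 uM selenite was added, NADPH fluorescence (Ex 340/Em 450 nm) was followed for 8 min.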
USP1 inh = blocks the human USP1/UAF1 deubiquitinase complex; Potency, µM (highest dose often 57.1 µM), for inactives: top-dose activity change, negative = inhibition, most hits filed as inhibitors; hit rate 0.23% among 390,000; O94782; recombinant USP1/UAF1, Ub-Rhodamine cleavage fluorescence; AID 743255; further: potency means the concentration at half of the fitted maximal effect; on the % scale 0 is the no-effect control and ±100 the full control effect; nearly all actives have a fitted effect of over 60% in size; inactives centre near -12
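In this screen, compounds sit with the deubiquitinase complex (1nM) for 15 min at room temperature before Ub-Rho is added at 150nM final. Fluorescence rise is then followed for 6 reads every 60 seconds.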
Pin1 inhibitor = inhibitors of human Pin1 | Q13526 | AID 504891 | hit rate 0.009% among 390,000 | Potency, µM (titrated, usually from 115 µM), for the others: at the top dose activity, negative = inhibition, actives largely listed as inhibitors | Pin1 FP peptide displacement, HiFluor488, 10 min; active means well fitted inhibition curve with a large enough effect in the polarisation, with a control signal flat, not every such curve was filed as active; inconclusive means small, poorly fitted or top-dose-only effect, or effect the other way, or a change in a side signal; inactive means no such curve, though single readings can be large or run the other way; the % refers to the polarisation; further: potency means the concentration at half of the fitted maximal effect; on the % scale 0 is the no-effect control and ±100 the full control effect
HP1b binding inh = HP1-beta chromodomain-methylated histone interaction inhibition; Potency, µM (series often up to 114 µM), inactives show top-dose activity change, negative = inhibition, most hits filed as inhibitors; hit rate 0.56% among 390,000; AlphaScreen HP1-beta / biotin-H3K9me3 peptide binding; further: potency means the concentration at half of the fitted maximal effect; nearly all actives have a fitted effect of over 70% in size; inactives centre near 23
Target sequence (P83916 whole entry, looked up): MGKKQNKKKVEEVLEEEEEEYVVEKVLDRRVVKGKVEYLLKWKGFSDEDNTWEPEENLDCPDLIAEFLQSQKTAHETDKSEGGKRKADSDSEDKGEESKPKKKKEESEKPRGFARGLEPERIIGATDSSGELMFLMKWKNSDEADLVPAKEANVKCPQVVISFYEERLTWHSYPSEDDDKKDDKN
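HP1-beta protein (50 nM final) preincubated 30 min at room temperature with biotinylated H3(1-18)K9me3 peptide (50 nM) in PBS pH 7.4, 0.01% Tween-20, then compound added for 30 min. AlphaScreen streptavidin donor/nickel chelate acceptor beads (10 ug/mL final), 30 min dark, luminescence read.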
Tb PGK inh = blocks T. brucei phosphoglycerate kinase; P07378; PGK/GAPDH coupled, Kinase-Glo luminescence, 60 min; hit rate 0.043% among 380,000; AID 602233; Potency, µM (titrated, usually from 57.5 µM), inactives show at the top dose activity change, negative = inhibition, hits mostly inhibitors; further: potency means the concentration at half of the fitted maximal effect; on the % scale 0 is the no-effect control and ±100 the full control effect; nearly all actives have a fitted effect of over 60% in size
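Recombinant glycosomal PGK reaction used 1,3-bisphosphoglycerate generated in-well by GAPDH (100nM final) in 100mM TEA pH 7.6, 5mM MgCl2, 0.01% Tween-20. After 60 minutes at room temperature, ATP was read by Kinase-Glo Plus luminescence end-point.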
Active calls of the source: *; i = inactive; ? = inconclusive; [ ] = remark or other dose. Unless noted, the call rests on the fitted dose curve; in most records, active means well fitted curve in the direction sought with a large enough effect; inconclusive means small, poorly fitted or top-dose-only effect, or another doubt; inactive means no such curve, though single readings can be large; an effect the other way counts as inactive or inconclusive. An excerpt; count on the stated rates, not on these rows.

SMILES	PI4K2A block	TrxR1 substrate	GLS inhibitor	mIDH1 inhibitor	rTrxR1 inhibitor	USP1 inh	Pin1 inhibitor	HP1b binding inh	Tb PGK inh
COc1ccc(-n2ncc3c(=O)n(CC(=O)N4CCCc5ccccc54)cnc32)cc1	1	35%[activator]	2%	5%	50%[activator]	-14%	1%	10%	-6%
CC(CN1CCOCC1)OC(=O)c1ccc(Br)cc1 (stereo unspecified)	-15	11%	-2%	5%	26%	-16%	2%	51%[activator]	-1%
Cc1cc(C#N)c(SCC(N)=O)nc1-c1ccc(F)cc1	-3	11%[57.1 µM]	-21%	14%	-10%[57.1 µM]	6%	2%	8%	6%
CCc1nnc(NC(=O)c2c(C)nn(-c3ccccc3)c2Cl)s1	-4	3%	-5%	2%	16%	-10%	1%	27%	i
O=C(CNC(=O)c1ccccc1)OCc1cc(=O)n2ccsc2n1	-2	1%[57.1 µM]	5%	15%	8%[57.1 µM]	-22%	-1%	-22%	0%
CCn1c(SCC(=O)Nc2oc(C)c3c(C)n[nH]c(=O)c23)nc2sc(C)c(C)c2c1=O	1	-9%	2%	-4%	?	-8%	-6%	29%	i
Cc1ccc(S(=O)(=O)N2CCN(C(=O)CCc3c[nH]c4ccccc34)CC2)c(C)c1	-8	1%	1%	7%	18%	-18%	27%	18%	-5%
CN(Cc1nc(-c2cnccn2)no1)CC1(c2ccccc2)CC1(C)C (stereo unspecified)	0	-1%	-5%	6%	20%	-19%	-5%	39%	0%
CCOC1OC(=O)C(Cl)=C1Nc1ccc(C)cc1 (stereo unspecified)	0	3%[57.1 µM]	1%	0%	3%[57.1 µM]	-9%	-6%	53%[activator]	i
CC(=O)NC(CC(=O)O)c1ccc(F)cc1 (stereo unspecified)	1	-8%[57.1 µM]	-1%	3%	21%[57.1 µM]	-12%	0%	31%	i
c1ccc(COc2cccc(CN3CCCCC3)c2)cc1	1	14%[11.4 µM]	-1%	3%	42%[11.4 µM]	0%	-1%	?	-7%
O=C(Nc1cccc(NC(=O)c2ccccc2Cl)c1)c1cccc(Br)c1	-1	2%	-15%	11%	7%	-21%	10%	36%[activator]	2%
O=C(CCC(=O)N1CCOCC1)NCCc1ccc(Cl)cc1Cl	-2	-6%	-2%	6%	-4%	-17%	-5%	36%	-4%
COc1ccc2oc(-c3ccc(C)c(NC(=O)c4sc5ccccc5c4Cl)c3)nc2c1	0	14%[11.4 µM]	-12%	33%	13%	-9%	-8%	1%	-1%
N#Cc1c(N)n(-c2ccc(O)cc2)c2nc3ccccc3nc12	-1	-4%[57.1 µM]	-2%	2%	-3%[57.1 µM]	?	-2%	27%	-5%
CCOC(OCC)c1ccc(/C=C\c2nccc(N)n2)cc1	-10	45%[activator]	1%	-11%	4%	-14%	-1%	24%	-7%
CCc1ccccc1-n1nnnc1SCC(=O)Nc1ccc(N2CCN(C)CC2)cc1	-2	-3%	45%[activator]	-8%	22%	-12%	-1%	50%[activator]	-4%
O=S(=O)(c1ccccc1)N(Cc1ccc(Cl)cc1)c1ccncc1	1	1%[57.1 µM]	0%	-11%	11%[57.1 µM]	-7%	0%	9%	-9%
CCOc1ccc2nc(NC(=O)c3ccc(OCC4CCCO4)cc3)sc2c1 (stereo unspecified)	4	13%[57.1 µM]	0%	-1%	15%[57.1 µM]	-14%	33%[activator]	25%	-2%
CN(C)CCN(C(=O)CCS(=O)(=O)c1ccccc1)c1nc2cc3c(cc2s1)OCO3	-2	-7%	11%	1%	-29%	-2%	-4%	-1%	-10%
CCOC(=O)CNc1nc(Cl)nc(NC(C)(C)C)n1	6	4%[57.1 µM]	0%	0%	4%[57.1 µM]	-5%	0%	21%	4%
Cn1cccc1/C=N/NC(N)=S	-4	-9%	12%	-3%	-13%	-21%	2%	21%	-9%
CCOC(=O)C1=C(CN2CCCCC2)NC(=O)NC1c1ccc(OC)cc1 (stereo unspecified)	-2	-3%	-4%	-7%	8%	?	2%	2%	i
COc1ccc(C(=O)n2cnnc2N)cc1	1	2%	9%	-4%	3%	3%	3%	21%	-6%
O=C(O)c1ccc(S(=O)(=O)N2CCC(n3nnc4cc(C(F)(F)F)ccc43)CC2)cc1	-1	6%[0.0914 µM]	13%	-10%	8%[0.0914 µM]	-14%	2%	32%	-5%

Filtered by structure: the compounds so far with a Cl atom
SMILES	PI4K2A block	TrxR1 substrate	GLS inhibitor	mIDH1 inhibitor	rTrxR1 inhibitor	USP1 inh	Pin1 inhibitor	HP1b binding inh	Tb PGK inh
CCc1nnc(NC(=O)c2c(C)nn(-c3ccccc3)c2Cl)s1	-4	3%	-5%	2%	16%	-10%	1%	27%	i
CCOC1OC(=O)C(Cl)=C1Nc1ccc(C)cc1 (stereo unspecified)	0	3%[57.1 µM]	1%	0%	3%[57.1 µM]	-9%	-6%	53%[activator]	i
O=C(Nc1cccc(NC(=O)c2ccccc2Cl)c1)c1cccc(Br)c1	-1	2%	-15%	11%	7%	-21%	10%	36%[activator]	2%
O=C(CCC(=O)N1CCOCC1)NCCc1ccc(Cl)cc1Cl	-2	-6%	-2%	6%	-4%	-17%	-5%	36%	-4%
COc1ccc2oc(-c3ccc(C)c(NC(=O)c4sc5ccccc5c4Cl)c3)nc2c1	0	14%[11.4 µM]	-12%	33%	13%	-9%	-8%	1%	-1%
O=S(=O)(c1ccccc1)N(Cc1ccc(Cl)cc1)c1ccncc1	1	1%[57.1 µM]	0%	-11%	11%[57.1 µM]	-7%	0%	9%	-9%
CCOC(=O)CNc1nc(Cl)nc(NC(C)(C)C)n1	6	4%[57.1 µM]	0%	0%	4%[57.1 µM]	-5%	0%	21%	4%

Continuation:
SMILES	PI4K2A block	TrxR1 substrate	GLS inhibitor	mIDH1 inhibitor	rTrxR1 inhibitor	USP1 inh	Pin1 inhibitor	HP1b binding inh	Tb PGK inh
CCN1CCN(CCCNC(=O)c2ccc(/C=C3/Oc4ccccc4N(Cc4cccc(C)c4)C3=O)cc2)CC1	-1	95%[activator]	-22%	0%	26%	5%	3%	30%[57 µM]	3%
COc1ccc(/C=C/C(=O)Nc2ccc(NC(C)=O)cc2)cc1S(=O)(=O)N1CCOCC1	-2	-9%	-6%	-12%	3%	-1%	0%	1%	0%
Cc1ccc(NC(=O)CN2CCN(S(=O)(=O)c3cccs3)CC2)cc1S(=O)(=O)N(C)C	1	4%[57.1 µM]	-4%	3%	30%[57.1 µM]	-9%	-1%	22%	-2%
CCc1nnc(NC(=O)CSc2nc(C)cc(C)c2C#N)s1	-6	30%	3%	3%	52%[activator]	-15%	-2%	18%	-3%
CS(=O)(=O)c1ccc2nnn(OCC(=O)Nc3ccc(Br)cc3Br)c2c1	5	1%[57.1 µM]	-12%	6%	24%[57.1 µM]	-14%	2%	39%	-9%
Cc1ccc(C)c(NC(=O)Cn2c(=O)nc(-c3ccccc3)c3ccccc32)c1	5	1%[57.1 µM]	-2%	-3%	7%[57.1 µM]	-13%	6%	4%	-1%
CCOC(=O)c1c(NC(=O)CSc2nnc3c(n2)[nH]c2ccc(F)cc23)sc(C(C)=O)c1C	1	4%	14%	11%	18%	-9%	8%	16%	3%
CCOC(=O)C1CCCN(Cc2nc(Cc3ccccc3Cl)no2)C1 (stereo unspecified)	-3	-5%	0%	-1%	9%	-12%	-2%	38%[activator]	-1%
Cc1ccc(OCCn2c(C)nc3ccccc32)cc1	-5	7%	1%	6%	6%	-12%	0%	22%	-8%
CC(C)C(NS(=O)(=O)c1ccccc1F)C(=O)OCC(=O)NCc1ccco1 (stereo unspecified)	1	4%	4%	-3%	-7%	-9%	2%	10%	0%
CN(CCCNC(=O)c1ccccc1F)CCCNC(=O)c1ccccc1F	-1	1%	14%	2%	6%	-5%	-1%	24%	-1%
CC(C)(C)OC(=O)N[C@@H](Cc1ccccc1)C(=O)NCC1CCC(C(=O)N[C@@H](CC(=O)O)C(=O)O)CC1 (stereo partly specified)	0	-2%	-2%	-5%	20%	-3%	-12%	29%	-4%
Cc1ccc2c(CC(=O)OCC(=O)N(CC(C)C)c3c(N)n(Cc4ccccc4)c(=O)[nH]c3=O)coc2c1	-14	-2%[57.1 µM]	-12%	2%	4%[57.1 µM]	-11%	18%	-9%	0%
O=C(C1CCCO1)N1CCN(S(=O)(=O)c2ccccc2)CC1 (stereo unspecified)	6	-4%	0%	15%	11%	-5%	1%	48%[activator]	-6%
O=C(CSc1nnnn1-c1ccc2c(c1)OCO2)NCc1ccccc1	4	-1%	-2%	13%	15%	-1%	-6%	51%[activator]	-7%
Cc1ccc(NC(=O)c2cc(Cl)ccc2[N+](=O)[O-])cc1C	-3	-6%	-5%	1%	9%	-20%	?	-13%	3%
CN(C)c1ncc(S(=O)(=O)c2ccccc2)c(-c2ccccc2Cl)n1	2	5%	-2%	1%	26%	-16%	-11%	42%	0%

3 entries from above, sorted by SMILES length, smallest number first:
SMILES	PI4K2A block	TrxR1 substrate	GLS inhibitor	mIDH1 inhibitor	rTrxR1 inhibitor	USP1 inh	Pin1 inhibitor	HP1b binding inh	Tb PGK inh
O=C(C1CCCO1)N1CCN(S(=O)(=O)c2ccccc2)CC1 (stereo unspecified)	6	-4%	0%	15%	11%	-5%	1%	48%[activator]	-6%
CS(=O)(=O)c1ccc2nnn(OCC(=O)Nc3ccc(Br)cc3Br)c2c1	5	1%[57.1 µM]	-12%	6%	24%[57.1 µM]	-14%	2%	39%	-9%
CCOC(=O)c1c(NC(=O)CSc2nnc3c(n2)[nH]c2ccc(F)cc23)sc(C(C)=O)c1C	1	4%	14%	11%	18%	-9%	8%	16%	3%
